VEEV TC-83 Vero – inhibitors of VEEV TC-83 cytopathic effect, confirmation, Vero cells (AID 588727). Vero cells, VEEV TC-83 cytopathic effect inhibition; higher % means a stronger effect. inhibition, % at 20 µM, or IC50 in µM where a hit was titrated. 350,000 tested, 0.13% active; in the data active = a potency from the dose series; inconclusive = inhibition mostly from about 14% at the one dose, without a potency; inactive = the rest, 99 in 100 with inhibition below about 12%; note: strong numbers were not always called active
Salmonella PhoP GFP – PhoP regulon inhibitors, Salmonella typhi PhoP promoter GFP reporter, confirmatory (AID 1850); inhibition, % at 50 µM, or IC50 in µM where a hit was titrated; 310,000 tested, 0.33% active; Salmonella Typhi PhoP-promoter GFP reporter, fluorescence, 4 h; higher % means a stronger effect; in the data active = a potency from the dose series; inconclusive = inhibition mostly from about 25% at the one dose, without a potency; inactive = the rest, 99 in 100 with inhibition below about 19%;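 note: 0% = induced wells with vehicle and 100% = uninduced wells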
tuberculosis growth – growth inhibition of non-replicating M. tuberculosis (AID 488890); one-dose inhibition, % at 25 µM; IC50 in µM for titrated hits; Mycobacterium tuberculosis non-replicating, growth inhibition; higher % means a stronger effect; 320,000 tested, 0.39% active; in the data active = a potency from the dose series; inconclusive = inhibition mostly from about 82% at the one dose, without a potency; inactive = the rest, 99 in 100 with inhibition below about 76%;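 note: plate controls were DMSO cells for no effect and high antibiotic wells for full effect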
M. tuberculosis HTS – M. tuberculosis growth inhibition, HTS (AID 449762) | M. tuberculosis H37Rv growth inhibition, 7H9 media; higher % means a stronger effect | inhibition, % at 25 µM, or IC50 in µM where a hit was titrated | 330,000 tested, 0.59% active; in the data active = a potency from the dose series; inconclusive = inhibition above about 70% without an active follow-up result;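 note: bacterial growth assessed after seven days of incubation; strong numbers were not always called active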
influenza NS1A – H1N1 influenza NS1A inhibitors, functional cell based assay (AID 504329); NS1A functional cell-based assay, percent inhibition; higher % means a stronger effect; inhibition, % at 12.5 µM, or IC50 in µM where a hit was titrated; 340,000 tested, 0.3% active; in the data active = a potency from the dose series; inconclusive = inhibition above about 27% without an active follow-up result; note: strong numbers were not always called active
VEEV TC-83 Vero 10K pilot screen – second read-out of VEEV TC-83 Vero, no call of its own (marks repeat the call); inhibition, %; measured here: 10K pilot screen inhibition
The depositor's hits bear a star.

CCOC(=O)N1CCN(C(=O)C2CCN(S(=O)(=O)c3cc(C)ccc3OC)CC2)CC1 was read as VEEV TC-83 Vero 1.2%, Salmonella PhoP GFP -16%, tuberculosis growth 5%, M. tuberculosis HTS -5% and influenza NS1A -9%.
`O=C(CN(C(=O)c1ccco1)c1cccc(F)c1)NCc1ccc(F)cc1` gave VEEV TC-83 Vero inactive, Salmonella PhoP GFP 0%, tuberculosis growth 1%, M. tuberculosis HTS -2% and influenza NS1A 1%.
`O=C(CN1CCN(Cc2ccccc2)CC1)N1CCCCCC1` gave VEEV TC-83 Vero 0.9%, Salmonella PhoP GFP -4%, tuberculosis growth 0%, M. tuberculosis HTS -8% and influenza NS1A -5%.
`COc1ccc2nc(SCC(=O)NC3CC3)c(C#N)cc2c1` gave VEEV TC-83 Vero 1.4%, Salmonella PhoP GFP -12%, tuberculosis growth -9%, M. tuberculosis HTS 5% and influenza NS1A 2%.
`CC(C)CC(=O)Nc1ccc(C(=O)CN2C(=O)NC3(CCOc4ccccc43)C2=O)cc1` (configuration not stated) gave VEEV TC-83 Vero 4.0%, Salmonella PhoP GFP -7%, tuberculosis growth 30%, M. tuberculosis HTS inconclusive and influenza NS1A 3%.
Screening COc1ccc(C2=CC3=C(Br)C(=O)C(C)(O)C(=O)C3=CO2)cc1 (configuration not stated) returned VEEV TC-83 Vero 4.7%, Salmonella PhoP GFP 6%, tuberculosis growth 1%, M. tuberculosis HTS 7% and influenza NS1A 2%.
`CS(=O)(=O)Cc1ccc(C(=O)NNC(=O)c2cc(-c3ccccc3)n[nH]2)cc1` gave VEEV TC-83 Vero 2.4%, tuberculosis growth 0%, M. tuberculosis HTS 9% and influenza NS1A -11%.
CCOc1cccc2cc(C(=O)NCc3ccc(C)cc3)c(=N)oc12 was read as VEEV TC-83 Vero 5.8%, Salmonella PhoP GFP -8%, tuberculosis growth inconclusive, M. tuberculosis HTS 32% and influenza NS1A -1%.
For COCc1cc(C)nc(OCC(=O)N/N=C/c2ccccc2)c1C#N the results were VEEV TC-83 Vero 1.5%, Salmonella PhoP GFP -5%, tuberculosis growth -2%, M. tuberculosis HTS 4% and influenza NS1A -3%.
For CCOC(=O)c1ccc(NC(=O)Cn2cc3c(n2)CCC(C)C3)cc1 (configuration not stated) the results were VEEV TC-83 Vero 1.2%, Salmonella PhoP GFP -14%, tuberculosis growth -11%, M. tuberculosis HTS -8% and influenza NS1A -7%.
Screening Cc1cc(-c2cccnc2)c(C#N)c(SCC#N)n1 returned VEEV TC-83 Vero 2.8%, Salmonella PhoP GFP 7%, tuberculosis growth 18%, M. tuberculosis HTS -10% and influenza NS1A 1%.
Screening Cc1ccc(NC(=O)c2ccco2)cc1C returned VEEV TC-83 Vero 1.1%, Salmonella PhoP GFP -1%, tuberculosis growth 61%, M. tuberculosis HTS -5% and influenza NS1A 4%.
O=C(CSc1nc2ccccc2c(=O)n1-c1ccccc1F)NC1CCS(=O)(=O)C1 (configuration not stated) was read as VEEV TC-83 Vero 1.0%, tuberculosis growth 12%, M. tuberculosis HTS -1% and influenza NS1A -7%.
O=C(Nc1nc2ccccc2n1Cc1ccc(Cl)cc1)c1ccco1 was read as VEEV TC-83 Vero inactive, Salmonella PhoP GFP -1%, M. tuberculosis HTS 51% and influenza NS1A -5%.
For COc1cc(S(=O)(=O)N2CCN(Cc3cccs3)CC2)ccc1NC(C)=O the results were VEEV TC-83 Vero 1.4%, tuberculosis growth -24%, M. tuberculosis HTS -10% and influenza NS1A -10%.

Next section; the last 2 above are carried over.
O=C(Nc1nc2ccccc2n1Cc1ccc(Cl)cc1)c1ccco1 was read as VEEV TC-83 Vero inactive, Salmonella PhoP GFP -1%, M. tuberculosis HTS 51% and influenza NS1A -5%.
For COc1cc(S(=O)(=O)N2CCN(Cc3cccs3)CC2)ccc1NC(C)=O the results were VEEV TC-83 Vero 1.4%, tuberculosis growth -24%, M. tuberculosis HTS -10% and influenza NS1A -10%.
`CCOc1ccc(NC(=O)CSc2nc3[nH]ncc3c(=O)[nH]2)cc1` gave VEEV TC-83 Vero 0.6%, Salmonella PhoP GFP -4%, tuberculosis growth 13%, M. tuberculosis HTS 58% and influenza NS1A -1%.
Screening Cc1cc(OCC(=O)NC(Cc2c[nH]c3ccc(O)cc23)C(=O)O)c2c(C)c(C)c(=O)oc2c1 (configuration not stated) returned VEEV TC-83 Vero 0.7%, Salmonella PhoP GFP 4%, tuberculosis growth -7%, M. tuberculosis HTS -1% and influenza NS1A -7%.
`CN1CCN(S(=O)(=O)c2cccc(C(=O)NCc3ccccc3Cl)c2)CC1` gave VEEV TC-83 Vero inactive, Salmonella PhoP GFP 9%, tuberculosis growth -1%, M. tuberculosis HTS 6% and influenza NS1A 4%.
FC(F)(F)c1nc2ccccc2n1CCNc1nc(CN2CCCCC2)cs1 was read as VEEV TC-83 Vero inactive, Salmonella PhoP GFP -6%, tuberculosis growth 23%, M. tuberculosis HTS -11% and influenza NS1A 2%.
Screening NS(=O)(=O)c1ccc(NC(=S)NC(=O)/C=C/c2cccs2)cc1 returned VEEV TC-83 Vero 1.6%, Salmonella PhoP GFP 9%, tuberculosis growth 14%, M. tuberculosis HTS 4% and influenza NS1A 2%.
For COc1ccc(CCNC(C(=O)Nc2cc(C)cc(C)c2)c2ccccc2)cc1 (configuration not stated) the results were VEEV TC-83 Vero 5.8%, Salmonella PhoP GFP -2%, tuberculosis growth 56%, M. tuberculosis HTS 11% and influenza NS1A -8%.
Screening COc1ccc(/C=C2/SC(=O)N(CCNC(=O)CC(NC(C)=O)c3ccccc3)C2=O)cc1 (configuration not stated) returned VEEV TC-83 Vero inactive, Salmonella PhoP GFP 9%, tuberculosis growth 2%, M. tuberculosis HTS -2% and influenza NS1A 12%.
CC(C)CC(=O)N1CC=CC[C@@H](c2ccc(Cl)cc2)N(Cc2ccc(Cl)cc2)C(=O)[C@@H]1Cc1ccccc1 was read as VEEV TC-83 Vero inactive and influenza NS1A 0%.
For O=c1[nH]c(=S)n(CCC2=CCCCC2)c(O)c1C=NC1CCN(Cc2ccccc2)CC1 the results were VEEV TC-83 Vero 0.2%, Salmonella PhoP GFP -3%, tuberculosis growth 28%, M. tuberculosis HTS 3% and influenza NS1A 0%.
O=C(Nc1ccccc1)c1ccccc1OS(=O)(=O)c1ccccc1 was read as VEEV TC-83 Vero inactive, Salmonella PhoP GFP -5%, tuberculosis growth 37%, M. tuberculosis HTS 1% and influenza NS1A 3%.
Cc1cc(C)n(-c2nnc(C)n2/N=C/c2ccccc2O)n1 was read as VEEV TC-83 Vero 1.6%, Salmonella PhoP GFP -5%, tuberculosis growth -12%, M. tuberculosis HTS -5% and influenza NS1A 4%.
CN1CCCC(OC(=O)c2ccc3c(c2)OCCO3)C1 (configuration not stated) was read as VEEV TC-83 Vero 0.1% and influenza NS1A -3%.
For CC(C)CN(C(=O)c1ccc2c(c1)OCCO2)c1c(N)n(Cc2ccccc2)c(=O)[nH]c1=O the results were VEEV TC-83 Vero 3.3%, Salmonella PhoP GFP 5%, tuberculosis growth 11%, M. tuberculosis HTS -8% and influenza NS1A -3%.
Screening COc1cc(NS(=O)(=O)c2ccc(NC(=O)c3ccc([N+](=O)[O-])cc3)cc2)ncn1 returned VEEV TC-83 Vero 0.7%, Salmonella PhoP GFP -14%, tuberculosis growth 16%, M. tuberculosis HTS 2% and influenza NS1A -13%.
Screening COc1ccc(OC2CCN(S(=O)(=O)c3ccccc3)CC2)cc1 returned VEEV TC-83 Vero 0.5%, Salmonella PhoP GFP 10%, tuberculosis growth 12%, M. tuberculosis HTS -3% and influenza NS1A -12%.
Screening Cc1ccc(S(=O)(=O)N2CCC(C(=O)Nc3ccc(S(=O)(=O)N4CCCC4)cc3)CC2)cc1 returned VEEV TC-83 Vero 6.4%, Salmonella PhoP GFP -4%, tuberculosis growth 27%, M. tuberculosis HTS 13% and influenza NS1A -1%.
O=C(NCCn1cc(SCc2ccccc2)c2ccccc21)c1ccccc1F was read as VEEV TC-83 Vero 4.9%, Salmonella PhoP GFP -10%, tuberculosis growth 7%, M. tuberculosis HTS 9% and influenza NS1A 32%.
CC[C@]12c3[nH]c4cc(-c5ccco5)ccc4c3CCN1C(=O)[C@@H](CC(=O)NCCCn1ccnc1)C[C@@H]2C(=O)N1CCN(C(=O)c2ccco2)CC1 was read as VEEV TC-83 Vero 0.3% and influenza NS1A 3%.
For O=C(OCc1cccs1)c1ccccc1NS(=O)(=O)c1ccc2c(c1)OCCO2 the results were VEEV TC-83 Vero 0.1%, Salmonella PhoP GFP -12%, tuberculosis growth 10%, M. tuberculosis HTS -5% and influenza NS1A 4%.
Cc1cnn2c(C3CC3)ccnc12 was read as VEEV TC-83 Vero inactive, Salmonella PhoP GFP 11%, tuberculosis growth -7%, M. tuberculosis HTS -1% and influenza NS1A 4%.
O=C(O)c1cc([N+](=O)[O-])cc2c1nnn2O was read as VEEV TC-83 Vero inactive, Salmonella PhoP GFP 19%, tuberculosis growth 18%, M. tuberculosis HTS 10% and influenza NS1A 11%.
Screening COC(=O)c1ccc(NC(=O)C23CCC(C)(C(=O)O2)C3(C)C)cc1 (configuration not stated) returned VEEV TC-83 Vero 1.5%, Salmonella PhoP GFP -4%, tuberculosis growth 18%, M. tuberculosis HTS -5% and influenza NS1A -10%.
Cc1nc(C(F)(F)F)c(C(=O)NC(=O)Nc2ccc(OC(F)(F)F)cc2)s1 was read as VEEV TC-83 Vero inactive, Salmonella PhoP GFP 2%, tuberculosis growth 10%, M. tuberculosis HTS 10% and influenza NS1A -2%.
Screening CC(C)CN(C)Cc1c(C(=O)N2CCc3ccccc3C2)nc2ccc(Cl)cn12 returned VEEV TC-83 Vero 3.1%, Salmonella PhoP GFP -4%, tuberculosis growth -6%, M. tuberculosis HTS 6% and influenza NS1A -1%.
`CC(=O)O[C@]1(c2ccccc2)CCN(C)[C@H]2CCCC[C@@H]21` gave VEEV TC-83 Vero 0.5%, Salmonella PhoP GFP 6%, tuberculosis growth -4%, M. tuberculosis HTS -4%, influenza NS1A -6% and VEEV TC-83 Vero 10K pilot screen 0.0.
Screening O=C(NCCCn1ccnc1)/C(=C\c1cccnc1)NC(=O)c1ccccc1Br returned VEEV TC-83 Vero 0.7%, Salmonella PhoP GFP -4%, tuberculosis growth -3%, M. tuberculosis HTS -9% and influenza NS1A 3%.
`COc1ccc(N=c2oc3cc(O)ccc3cc2C(=O)NCC2CCCO2)c(OC)c1` (configuration not stated) gave VEEV TC-83 Vero inactive, Salmonella PhoP GFP -19%, tuberculosis growth 2%, M. tuberculosis HTS -7% and influenza NS1A -17%.
Cc1nn(C(C)C(=O)N2CCc3ccccc32)c(C)c1[N+](=O)[O-] (configuration not stated) was read as VEEV TC-83 Vero inactive, Salmonella PhoP GFP 5%, tuberculosis growth -7%, M. tuberculosis HTS -3% and influenza NS1A -3%.
`NNC(=O)C(Cc1ccc(O)cc1)N1Cc2ccccc2C1=O` (configuration not stated) gave VEEV TC-83 Vero inactive, Salmonella PhoP GFP 6%, tuberculosis growth 6%, M. tuberculosis HTS 2% and influenza NS1A 21%.
Screening COc1ccc(-c2cc(C(=O)Nc3c(C)n(C)n(-c4ccccc4)c3=O)c3ccccc3n2)cc1 returned VEEV TC-83 Vero 7.8%, Salmonella PhoP GFP 0%, tuberculosis growth -11%, M. tuberculosis HTS 0% and influenza NS1A 11%.
`CSc1ccccc1NC(=O)CN(c1ccccc1Br)S(C)(=O)=O` gave VEEV TC-83 Vero inactive, Salmonella PhoP GFP -8%, tuberculosis growth 0%, M. tuberculosis HTS -1% and influenza NS1A -4%.
Screening COc1ccc(NC(=S)N/N=C/c2cccn2Cc2ccc(F)cc2Cl)cc1 returned VEEV TC-83 Vero 1.7%, Salmonella PhoP GFP 12%, tuberculosis growth -19%, M. tuberculosis HTS 2% and influenza NS1A 7%.
O=C(O)Cc1ccc2c(c1)N(S(=O)(=O)c1cccc(C(F)(F)F)c1)CC(C(=O)O)O2 (configuration not stated) was read as VEEV TC-83 Vero 3.4%, Salmonella PhoP GFP -2%, tuberculosis growth -12%, M. tuberculosis HTS -4% and influenza NS1A 5%.

Reprinted at random: two compounds from above.
Screening Cc1ccc(S(=O)(=O)N2CCC(C(=O)Nc3ccc(S(=O)(=O)N4CCCC4)cc3)CC2)cc1 returned VEEV TC-83 Vero 6.4%, Salmonella PhoP GFP -4%, tuberculosis growth 27%, M. tuberculosis HTS 13% and influenza NS1A -1%.
`CN1CCN(S(=O)(=O)c2cccc(C(=O)NCc3ccccc3Cl)c2)CC1` gave VEEV TC-83 Vero inactive, Salmonella PhoP GFP 9%, tuberculosis growth -1%, M. tuberculosis HTS 6% and influenza NS1A 4%.

Assay outcomes (PubChem)
